GAA inhib – blocks human lysosomal alpha-glucosidase | purified human GAA, 4-MU-alpha-glucoside fluorescence | Potency, µM (doses to about 76.9 µM), for the others: top-dose activity change, negative = inhibition, actives largely listed as inhibitors | hit rate 0.005% among 200,000 | AID 1466;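 note: plate controls were uninhibited enzyme wells for no effect and no-enzyme background for full effect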
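Human enzyme at 4 nM with 400 uM 4-methylumbelliferyl-alpha-D-pyranoside, citrate/phosphate buffer pH 5.0, 0.005% Tween-20, 20 min at room temperature. Compounds up to 77 uM. 4-MU fluorescence (Ex 365/Em 440) read after NaOH/glycine stop; AC50 from Hill fit.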
TR SRC2 fluor cs – counter-screen for TRb-SRC2 inhibitors: fluorescence interference. TRb/SRC2 Texas Red total fluorescence interference. Potency, µM (highest dose often 106 µM), for the others: at the top dose fluorescence change, negative = quenching. hit rate 0.29% among 280,000. AID 1479; active = well fitted curve in either direction with a large enough effect; inconclusive = small, poorly fitted or top-dose-only effect
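Flags fluorescent or light-absorbing compounds by total fluorescence, S + 2P, at 555 nm excitation and 632 nm emission. Mixture: 20 nM Texas Red SRC2 peptide, 0.6 uM human TRb LBD, 1 uM T3, 5% DMSO; compound exposure 5 h at ambient temperature.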
GoLoco inh red – inhibitors of human Gai1-RGS12 GoLoco interaction (red fluorophore) | Potency, µM (top dose mostly 61.6 µM), for the others: at the highest dose activity, negative = inhibition, usual class: inhibitors | hit rate 0.44% among 230,000 | Gai1:RGS12 GoLoco peptide FP, rhodamine, 10 min; active = well fitted inhibition curve with a large enough effect, not every such curve was filed as active; inactive = no such curve, though single readings can be large or run the other way; note: nearly all actives have a fitted effect of over 30% in size; many of its hits are not listed in these tables
Target sequence (P63096 whole entry, looked up): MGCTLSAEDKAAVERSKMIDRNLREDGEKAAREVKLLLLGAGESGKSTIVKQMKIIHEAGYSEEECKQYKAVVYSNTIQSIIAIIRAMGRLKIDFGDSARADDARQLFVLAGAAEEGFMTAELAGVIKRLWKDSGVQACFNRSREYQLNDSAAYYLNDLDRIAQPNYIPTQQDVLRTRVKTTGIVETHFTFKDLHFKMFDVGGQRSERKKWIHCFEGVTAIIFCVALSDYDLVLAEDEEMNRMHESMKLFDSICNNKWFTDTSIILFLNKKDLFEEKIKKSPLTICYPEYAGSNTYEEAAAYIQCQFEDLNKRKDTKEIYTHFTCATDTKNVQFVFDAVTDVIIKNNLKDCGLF
RECQ1 inh – blocks DNA unwinding by human RECQ1; RECQ1 DNA unwinding, red fluorescence kinetic read; Potency, µM (series often up to 57.3 µM), without a hit: top-dose activity, negative = inhibition, most hits filed as inhibitors; P46063; hit rate 0.54% among 240,000;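 note: plate controls were vehicle for no effect and no enzyme for full effect; nearly all actives have a fitted effect of over 30% in size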
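50 nM RECQ1T1 preincubated 15 min with compound in Tris pH 8.0 buffer with MgCl2, DTT, Tween-20 and 2.5 ug/ml poly(dI-dC); started with 200 nM TAMRA/BHQ-2 forked duplex and 2 mM ATP. Unwinding read as fluorescence (525/598 nm), two reads 2 h apart.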
GAA spleen mod – inhibits or activates alpha-glucosidase in human spleen homogenate; P10253; human spleen homogenate, 4-MU-alpha-glucoside fluorescence; Potency, µM (doses to about 79.9 µM), for inactives: top-dose activity change, negative = inhibition, most hits filed as inhibitors; hit rate 0.006% among 240,000; AID 2112;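 note: 0% = enzyme with vehicle and -100% = no enzyme basal signal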
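Human spleen homogenate (1 ug) incubated with compounds and 1 mM 4-methylumbelliferyl-alpha-D-glucopyranoside in pH 5.0 citrate/phosphate buffer, 37 C, 40 min. Stopped at pH 10; 4-MU fluorescence (Ex 365/Em 440 nm); AC50 by Hill fit.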
L3MBTL1 block – L3MBTL1 (human) inhibition; Potency, µM (top dose mostly 57.1 µM), inactives show top-dose activity, negative = inhibition, actives largely listed as inhibitors; hit rate 0.66% among 230,000; Q9Y468; AlphaScreen L3MBTL1–H3K9me1 peptide binding; note: nearly all actives have a fitted effect of over 60% in size
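L3MBTL1 50 nM + b-AHA-H3(1-15)K9me1 75 nM, 30 min RT; compound added, 30 min RT; streptavidin donor/Ni-chelate acceptor beads 10 ug/mL each final, 30 min RT dark; AlphaScreen read.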
TRb-SRC2 inh – inhibitors of human thyroid hormone receptor beta-SRC2 interaction; P10828; TRbeta-SRC2 peptide binding, fluorescence polarization; receptor liganded with 1 µM T3; Potency, µM (top dose mostly 106 µM), without a hit: top-dose activity change, negative = inhibition, usual class: inhibitors; hit rate 0.065% among 280,000; AID 1469;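 note: plate controls were bound peptide for no effect and peptide without receptor for full effect; nearly all actives have a fitted effect of over 50% in size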
Target sequence (P10828 whole entry, looked up): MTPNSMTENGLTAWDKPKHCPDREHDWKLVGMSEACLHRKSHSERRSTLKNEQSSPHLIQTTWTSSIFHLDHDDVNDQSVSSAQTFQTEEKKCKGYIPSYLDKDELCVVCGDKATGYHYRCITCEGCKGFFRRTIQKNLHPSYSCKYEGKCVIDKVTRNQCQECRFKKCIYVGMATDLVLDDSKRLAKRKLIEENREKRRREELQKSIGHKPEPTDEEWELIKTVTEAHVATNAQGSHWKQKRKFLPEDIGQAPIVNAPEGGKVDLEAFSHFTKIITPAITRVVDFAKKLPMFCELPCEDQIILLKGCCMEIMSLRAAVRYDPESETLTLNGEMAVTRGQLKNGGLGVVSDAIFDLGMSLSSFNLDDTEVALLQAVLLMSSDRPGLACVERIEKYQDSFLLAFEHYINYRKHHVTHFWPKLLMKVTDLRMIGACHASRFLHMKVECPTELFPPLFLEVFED
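Read-out is fluorescence polarization (555 nm excitation, 632 nm emission) of a Texas Red SRC2 coactivator peptide; loss of signal reflects blocked binding to human TRb ligand-binding domain in the presence of 1 uM T3.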
GAA glycogen – GAA glycogen-cleavage inhibition or activation; Potency, µM (highest dose often 76.4 µM), for the others: at the highest dose activity change, negative = inhibition, most hits filed as inhibitors; AID 2100; hit rate 0.38% among 300,000; P10253; recombinant GAA, glycogen substrate, Amplex Red glucose oxidase fluorescence;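 note: 0% = full enzyme reaction and -100% = no-enzyme basal signal; the screen sought inhibitors and activators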
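Natural-substrate format: glycogen cleavage by 4 nM human enzyme, glucose read by Amplex Red coupling (Ex 573, Em 610 nm). Normalized to enzyme and no-enzyme controls.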
Active calls of the source: *; i = inactive; ? = inconclusive; . = no result given; & = joins results of further samples; [ ] = dose if it differs, or a comment. Unless noted, calls come from the whole dose curve; as a rule, active = well fitted curve in the direction sought with a large enough effect; inconclusive = small, poorly fitted or top-dose-only effect, or another doubt; inactive = no such curve, though single readings can be large; an effect the other way counts as inactive or inconclusive. Unless noted, % is set by controls: 0 for no effect and ±100 for the full control effect; potency is the fitted concentration of half-maximal effect.

SMILES	GAA inhib	TR SRC2 fluor cs	GoLoco inh red	RECQ1 inh	GAA spleen mod	L3MBTL1 block	TRb-SRC2 inh	GAA glycogen
N#C/C(=C\c1ccccc1)C(=O)OCC(=O)N1CCCC1	0%	-4%	4%	-1%	-1%	18%	4%	-2%
COc1ccccc1CNC(=O)COC(=O)Cc1ccsc1	-7%	-3%	9%	-4%	6%	-7%	-12%	1%
O=C(O)Cc1sc(Nc2ccc(Cl)cc2)nc1-c1cccs1	9%	11%	163%[activator]	-13%	-15%	-14%	26%	-12%
N=c1n(CC(=O)c2ccc([N+](=O)[O-])cc2)c2ccccc2n1Cc1ccc(Cl)cc1	2%	0%	5%	-2%	1%	13%	-5%	-13%
O=C(NC1CC1)C1=C[C@@H](c2coc3ccccc3c2=O)C[C@@H](OCCCCO)O1	.	0%	8%	i	2%	.	-6%	5%
O=C(O)c1ccccc1C(=O)Nc1ccc(-n2nccc2C(F)(F)F)cc1	-1%	-6%	13%	-7%	1%	0%	-7%	-5%
Cc1cc(C2=NNC(=NC3CC3)SC2)c(C)n1-c1ccccc1	-1%	-1%	3%	-5%	-3%	-14%	-3%	1%
COc1ccc(/C=N/N2CCN(C)CC2)cc1O	?	-7%	-11%	-14%	-9%	-6%	-9%	?
Nc1c2nc(-c3ccccc3Cl)[nH]c(=O)c2nc(=O)n1-c1ccccc1	.	-1%	6%	-2%	-13%	.	5%	2%
COc1ccc(C(=O)N/N=C/c2ccc(OC)c(CSc3ccccn3)c2)cc1	-6%	-7%	9%	-3%	-16%	5%	0%	-5%
O=C(Nc1cccc(F)c1)C1CC(=O)N(c2ccc(Cl)cc2)C1 (centres undefined)	?	-1%	9%	i	-6%	.	0%	-1%
CCOc1ccc(S(=O)(=O)N/N=C2/CCCC(=O)C2)cc1	-3%	1%	-28%	i	10%	12%	1%	?
O=C(Nc1ccc([N+](=O)[O-])cc1)c1ccccc1F	5%	-2%	-2%	-1%	0%	.	-4%	2%
CC(C)OCCCN1CN(S(=O)(=O)c2cccs2)c2nc3ccccc3nc21	.	0%	-7%	-3%	6%	.	8%	-11%
Cc1ccccc1OCC(=O)N(Cc1cccs1)C1CCS(=O)(=O)C1 (centres undefined)	-4%	-5%	5%	0%	-7%	5%	-5%	7%
CCOc1cc(C(=O)Nc2ccc(N3CCN(S(C)(=O)=O)CC3)cc2)cc(OCC)c1OCC	-4%	-3%	-6%	i	-12%	5%	-9%	-14%
CC(C)Cc1nc2c(nnn2Cc2ccccc2F)c(=O)[nH]1	.	-1%	-1%	-16%	2%	.	3%	4%
CCc1nnc(N/N=C/c2ccc(N3CCC(C)CC3)c([N+](=O)[O-])c2)n1N	2%	6%	-10%	-13%	-15%	-5%	4%	?
Cc1cc(C(=O)CN2C(=O)NC3(CCCCC3C)C2=O)c(C)n1Cc1cccs1 (centres undefined)	-2%	-2%[53 µM]	4%	-4%	-1%	-19%	-1%[53 µM]	5%
C=CCn1c(SCC(=O)c2ccc(F)cc2)nnc1-c1ccc2c(c1)OCO2	-4%	0%	0%	0%	2%	.	-5%	-5%
COc1ccc(CCNC(=O)C(=O)N/N=C/c2cccs2)cc1OC	?	-3%	16%	i	-3%	6%	0%	-3%
CC(C)n1cc(/C=C2/NC(=O)N(c3cccc(Cl)c3)C2=O)c2ccccc21	-1%	-3%	4%	-2%	2%	-7%	-3%	-10%
CC(C)C(C(=O)NC1CCCCC1)N(CC1CCCO1)C(=O)CNS(=O)(=O)c1ccc(F)cc1 (centres undefined)	-5%	1%	-2%	0%	-7%	-4%	-14%	4%
CC(C)CN1C(=O)c2ccc(C(=O)Nc3ccncc3)cc2C1=O	-10%	-2%	0%	-2%	-1%	-7%	0%	5%
Cc1ccc(Nc2nnc(SCC(=O)NCCN3C(=O)CSC3=O)s2)cc1C	-3%	-10%	.	-3%	0%	-10%	-1%	-8%

Part of the list above with just RECQ1 inh and GoLoco inh red.
SMILES	RECQ1 inh	GoLoco inh red
O=C(NC1CC1)C1=C[C@@H](c2coc3ccccc3c2=O)C[C@@H](OCCCCO)O1	i	8%
CC(C)Cc1nc2c(nnn2Cc2ccccc2F)c(=O)[nH]1	-16%	-1%
Cc1cc(C2=NNC(=NC3CC3)SC2)c(C)n1-c1ccccc1	-5%	3%

More results:
SMILES	GAA inhib	TR SRC2 fluor cs	GoLoco inh red	RECQ1 inh	GAA spleen mod	L3MBTL1 block	TRb-SRC2 inh	GAA glycogen
O=C(CCc1c[nH]c2ccccc12)N1CCN(c2ccc(F)cc2)CC1	-8%	-1%	-5%	i	-1%	-5%[11.4 µM]	1%	-9%
Cc1ccc2c(Cl)cc(Cl)c(O)c2n1	.	-5%&-5%	7%	-10%&-6%	-3%&-1%	.	3%&-3%	.
CCOc1ccc(NC(=NCc2ccc3c(c2)OCO3)SC2CC(=O)N(c3ccc(C(=O)O)cc3)C2=O)cc1 (centres undefined)	-4%	-6%	-6%	3%	3%	-13%	?	-5%
c1coc(-c2nc(-c3ccco3)c(-c3ccco3)nc2-c2ccco2)c1	5%	13µM*[quencher]	24%	4µM*	-6%	10µM*	20%	-9%
CC(C)C(=O)N(Cc1cc(=O)[nH]c2ccccc12)c1ccccc1	-4%	2%	-7%	-4%	3%	15%	5%	3%
CCCNC(=O)COc1cccc(C(=O)NCc2ccccc2)c1	-3%	1%	4%	0%	-5%	2%	-3%	7%
COc1ccc(C)cc1NC(=O)c1ccc(-c2ccc(C(C)=O)cc2)o1	-6%	-2%	6%	i	0%	3%	-5%	5%
COCCN=C1OC(=O)N2C(=O)C3=C4[C@@H](C[C@H]5C(=O)N(c6ccccc6)C(=O)[C@H]5[C@H]4[C@@]12Cc1ccccc1)[C@H]1C(=O)N(c2ccccc2)C(=O)[C@H]1[C@H]3C	.	-1%	19%	-4%	0%	.	6%	-3%
COc1cc(CNc2ccc(N3CCOCC3)cc2)cc(Br)c1OC	3%	-4%	-15%	-6%	-20%	-15%[11.4 µM]	-1%	45µM*
Cc1cccc2c1OCC/C2=N\NC(=O)COc1ccccc1	1%	-6%	2%	-4%	-5%	-10%	-2%	2%
Cc1ccc2[nH]c(O)c(N=Nc3nc4ccccc4s3)c2c1	.	-5%	14%	-15%	-7%	.	7%	2%
CC(=O)N(Cc1cc(=O)[nH]c2ccccc12)c1ccc(C)cc1	1%	2%	.	i	0%	-7%	-9%	-15%
COc1ccc(N2C(=O)CC(N(CCc3ccccc3)C(=O)/C=C/C(=O)O)C2=O)cc1 (centres undefined)	8%	-4%	-6%	-6%	-14%	-1%	-1%	-6%
O=C(O)c1ccccc1C(=O)NCc1ccccc1	-1%	4%	4%	-12%	-7%	.	-10%	-3%
CCC(=O)NC1=C(Cl)C(=O)C(NC(=O)CC)=C(Cl)C1=O	-8%	0%	1.3µM*	-8%	-12%	-22%	8%	11%
COC(/C=C/Nc1ccc(Br)cc1)=C(C#N)C#N	?	1%	-5%	-16%	-1%	6%	-3%	0%
CCN(CC)S(=O)(=O)c1ccc(O)c(C(=O)OCC(=O)Nc2ccc(OC(F)(F)F)cc2)c1	-4%	4%	4%	-4%	1%	4%	1%	4%
Cc1cccn2cc(CCNS(=O)(=O)c3cccc([N+](=O)[O-])c3)nc12	.	-2%	9%	-13%	2%	.	5%	9%
CCn1c(SCC(=O)O)nnc1-c1ccccc1	2%	1%	-6%	i	-1%	2%	-19%	2%
Cc1ccccc1-n1c(C)nnc1SCC(=O)NNC(=O)c1ccccc1	2%	3%	1%	-2%	4%	13%	-14%	-2%
CCCn1c2c(c(O)c(C(=O)Nc3ccccn3)c1=O)CCCC2	-6%	-3%	.	-6%	5%	1%	-9%	3%
O=c1c2ccccc2c(-c2ccccc2)nn1Cc1ccc(Cl)cc1	6%	0%	9%	-6%	-5%	6%	-7%	4%
CN(Cc1ccccc1)C(=O)[C@H]1CCC(=O)N1Cc1ccco1	-5%	0%	8%	-14%	4%	.	-6%	0%
CCOC(=O)c1ccc(NC(=O)c2nc[nH]c2C(=O)N(C)Cc2ccccc2)cc1	.	-1%	2%	-16%	-9%	.	-4%	-3%
COC(=O)Cc1c[nH]c2cccc(OCC(O)CN(Cc3ccccc3)C(C)C)c12 (centres undefined)	-7%	1%	1%	-12%	-15%	-13%	-7%	-15%

(next part)
SMILES	GAA inhib	TR SRC2 fluor cs	GoLoco inh red	RECQ1 inh	GAA spleen mod	L3MBTL1 block	TRb-SRC2 inh	GAA glycogen
CCOc1ncccc1C(=O)Nc1ccc2c(c1)OCO2	-7%	2%	6%	-8%	2%	6%	-2%	5%
CN(C(=S)SCc1ccccc1)C1CCS(=O)(=O)C1 (centres undefined)	0%	2%	14%	i	4%	5%[11.4 µM]	1%	-2%
O=C(O)c1ccc(NC2=C(Cl)C(=O)c3ccccc3C2=O)cc1	.	-5%	-14%	0%	-3%	?	7%	4%
COc1ccccc1-c1nnc2sc(COc3ccccc3)nn12	-2%	-2%	10%	-6%	5%	2%	-11%	6%
O=C(O)c1[nH]c2ccc(Cl)cc2c1CC(=O)N1CCN(c2ccccc2)CC1	-5%	-2%	.	i	0%	2%	0%	-17%
COc1ccc(C(=O)NC(=S)NCc2ccco2)cc1OC	-27%	-2%	-4%	-9%	-1%	?	-1%	-1%
COc1ccc(N2CCN(S(=O)(=O)c3ccc(OC)cc3)CC2)cc1	-2%	-4%	-12%	-1%	-3%	-3%	-8%	-9%
COc1cc(/C=C2/NC(=O)N(Cc3ccccc3F)C2=O)ccc1O	-6%	-3%	1%	i	0%	.	3%	22µM*
OC(CNCC1(N2CCCCC2)CCCCC1)COc1ccc(Cl)cc1Cl (centres undefined)	-6%	-10%	0%	i	1%	-2%	-8%	12%
O=C(c1ccccc1Sc1c(Cl)cccc1[N+](=O)[O-])N1CCOCC1	3%	0%	5%	-1%	-11%	1%	-6%	7%

Not all compounds are listed; count on the stated rates, not on these rows.
